# Screening results: PubChem BioAssay, several laboratories
# FAS-TE inh = blocks the thioesterase domain of human fatty acid synthase; P49327; recombinant FAS-TE, OMFH fluorogenic substrate, fluorescence endpoint; inhibition, % at 15 µM; hit rate 0.67% among 360,000; AID 602261;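 active = compounds whose normalised, plate-corrected inhibition of enzyme fluorescence in the single-dose primary screen is 50% or more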;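 also: 0% = DMSO with enzyme and 100% = substrate without enzyme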
# MLLE-PAM2 inh = inhibitors of microRNA-mediated deadenylation, human PABP1 MLLE binding; inhibition, % at 20 µM; AID 588489; GST-MLLE / FITC-PAM2 fluorescence polarization; hit rate 0.36% among 360,000; P11940; in the data active = inhibition above about 35%, passing the limit was not always enough;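 also: plate controls were DMSO wells with GST-MLLE for no effect and wells lacking GST-MLLE protein for full effect; some results filed as inactive read as strong as hits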
# Neddyl block = cullin neddylation inhibition | TR-FRET cullin neddylation, biochemical | calls only at 25 µM | hit rate 0.58% among 360,000 | AID 651699; in the data active = inhibition above about 36%
# Target sequence (P61081 whole entry, looked up): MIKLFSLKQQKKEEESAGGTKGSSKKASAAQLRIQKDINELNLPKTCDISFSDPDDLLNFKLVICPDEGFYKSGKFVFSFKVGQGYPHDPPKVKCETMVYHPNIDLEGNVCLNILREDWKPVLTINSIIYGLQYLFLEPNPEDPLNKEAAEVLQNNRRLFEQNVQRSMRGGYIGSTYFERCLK
# Target sequence (Q13564 whole entry, looked up): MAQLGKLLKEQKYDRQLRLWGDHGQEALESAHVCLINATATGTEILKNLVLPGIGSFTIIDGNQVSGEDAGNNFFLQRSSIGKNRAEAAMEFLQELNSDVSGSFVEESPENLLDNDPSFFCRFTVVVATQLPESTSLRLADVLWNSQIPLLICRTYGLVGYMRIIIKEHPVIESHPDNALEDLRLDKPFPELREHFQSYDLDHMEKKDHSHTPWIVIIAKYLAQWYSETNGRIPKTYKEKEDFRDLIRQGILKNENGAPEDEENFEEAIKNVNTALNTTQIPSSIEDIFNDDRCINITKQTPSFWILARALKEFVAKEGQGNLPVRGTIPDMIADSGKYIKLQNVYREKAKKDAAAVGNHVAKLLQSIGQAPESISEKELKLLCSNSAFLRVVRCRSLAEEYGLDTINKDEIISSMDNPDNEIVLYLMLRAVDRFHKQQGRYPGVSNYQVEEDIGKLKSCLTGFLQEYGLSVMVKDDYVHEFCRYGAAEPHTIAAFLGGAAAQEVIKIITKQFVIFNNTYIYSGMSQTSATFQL
# CSN deneddyl inh = CSN deneddylation inhibition | Q92905 | Purified CSN, SCF-Nedd8-OG deneddylation, fluorescence polarization | inhibition, % at 12.5 µM | hit rate 0.38% among 360,000 | AID 651999;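 active = pattern-corrected inhibition above about 35%, with an unprinted fluorescence ratio check between 0.5 and 1.5, limit read from the data, passing the limit was not always enough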;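 also: 0% = enzyme with substrate and 100% = substrate without enzyme; some results filed as inactive read as strong as hits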
#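 Assay system: HEK293T-derived human Csn5 enzyme; quantity: 0.24 nM enzyme; medium: Tris/NaCl/DTT buffer, pH 7.5; also added: substrate SCFSkp2-Nedd8OG, 10 nM; doses: 12.5 µM compound; schedule: 90 min reaction at room temperature; signal: FP; read-out: % inhibition of substrate cleavage by Csn5; benchmarks: substrate-only high control, full reaction low control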
# Rin1 Abl inh = blocks binding of human Rin1 to Abl; inhibition, % at 7.35 µM; hit rate 0.4% among 360,000; TR-FRET Rin1/Abl binding, biochemical; in the data active = inhibition above about 5%, passing the limit was not always enough
# NadD inh = inhibitors of Staphylococcus aureus NadD; purified NadD enzyme, colorimetric absorbance read-out; inhibition, % at 20 µM; AID 602399; hit rate 0.78% among 360,000; in the data active = inhibition above about 26%; also: some compounds past the cut are filed as inactive
# Rpn11 block = blocks the human proteasome subunit Rpn11 | human 26S proteasome, Ub4-pepOG fluorescence polarization; 20S core pre-blocked with epoxomicin | calls only at 20 µM | hit rate 0.59% among 360,000;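 active = inhibition at 20 µM, scaled to each plate's controls, above about 33%, limit read from the data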
# Target sequence (O00487 whole entry, looked up): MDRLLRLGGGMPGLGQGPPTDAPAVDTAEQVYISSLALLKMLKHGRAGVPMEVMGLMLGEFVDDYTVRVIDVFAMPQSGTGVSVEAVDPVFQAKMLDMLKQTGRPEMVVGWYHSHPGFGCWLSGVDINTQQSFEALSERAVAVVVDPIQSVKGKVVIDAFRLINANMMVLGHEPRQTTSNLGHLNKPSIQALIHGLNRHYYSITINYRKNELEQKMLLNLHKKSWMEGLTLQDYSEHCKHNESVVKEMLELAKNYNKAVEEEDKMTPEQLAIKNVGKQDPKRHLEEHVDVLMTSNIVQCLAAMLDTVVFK
# SKN-1 block = inhibitors of C. elegans SKN-1; inhibition, % at 21.8 µM; C. elegans VP596 Pgst-4::GFP/RFP ratio, acrylamide-induced, 24 h; hit rate 0.49% among 360,000; AID 624304;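 active = interference check ratio from 0.5 to 1.5 plus GFP to RFP signal ratio inhibition reaching or exceeding a fixed threshold, cut at about 30% in these data, passing the limit was not always enough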; also: some compounds called inactive have numbers as strong as hits
# MT1-MMP act inh = MT1-MMP (human) activation inhibition; hit rate 0.061% among 360,000; AID 651647; GFP/RFP ratio change, % at 20 µM; P50281; HT1080 RFP-PRO-GFP cells, GFP/RFP ratio fluorescence, overnight; percent of plate control window, DMSO zero;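 active = GFP/RFP ratio change of at least 30% with cell ATP level not reduced by more than half and red fluorescence within 50% of control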; also: strong numbers were not always called active
#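 Test system: HT1080 RFP-PRO-GFP cells; Benchmarks: DMSO and RFP-L50D-GFP cell wells; Timing: cells overnight before dosing, compound overnight, 37 °C, 5% CO2; Compound: one 20 µM compound dose with 1% DMSO; Read-out: GFP/RFP fluorescence ratio.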
# * = called active by the depositor; i = inactive; . = no result given; + = active, no number.
# Value order: Neddyl block	CSN deneddyl inh	SKN-1 block	MLLE-PAM2 inh	Rin1 Abl inh	MT1-MMP act inh	FAS-TE inh	NadD inh	Rpn11 block
CC(=O)c1ccc(NC(=S)Nc2cccc(S(=O)(=O)Nc3c(C)n(C)n(-c4ccccc4)c3=O)c2)cc1
→ i	6	-8	23	0	2	0	-1	i
Cn1c(=O)c(C#N)c(-c2ccccc2)n2cnnc12
→ i	2	-1	6	1	-2	0	5	i
Cc1cccc(-n2c(C)cc(/C=C3\NC(=O)NC3=O)c2C)c1
→ i	1	9	-14	0	3	8	3	i
COc1cc2oc(-c3ccc(O)cc3)cc(=O)c2c(OC)c1O
→ +	5	-5	-3	4	-2	-11	-6	i
CC(OC(=O)c1cc2ccccc2cc1O)C(=O)Nc1ccc(S(N)(=O)=O)cc1 (stereo not drawn)
→ i	-1	2	5	-5	0	2	-4	i
Cc1ccccc1-c1nc(CS(=O)(=O)CC(=O)NC2CCCCC2C)c(C)o1 (stereo not drawn)
→ i	3	19	4	1	-1	7	0	i
COc1ccccc1N1CCN(C(CNS(=O)(=O)c2cc(F)ccc2F)c2cccnc2)CC1 (stereo not drawn)
→ i	3	4	-7	1	2	-5	8	i
CN(C)C(=O)c1ccc(NC(=O)c2ccccc2Sc2ccccc2C#N)cc1
→ i	0	4	7	-2	0	-5	3	i
COc1ccc(NC(=O)NCCCN2CCc3ccccc3C2)cc1
→ i	-3	-7	-6	2	-1	-2	0	i
Cc1ccc(C2NC(=O)NC(O)(C(F)(F)F)C2C(=O)c2cccs2)o1 (stereo not drawn)
→ i	-6	-14	3	3	5	-8	-4	i
COc1ccccc1Nc1nn2c(=O)c3ccc(C(=O)N4CCC(C)CC4)cc3nc2s1
→ i	-3	-4	-22	0	2	44	-9	i
COc1ccc(CC(=O)NNC(=O)c2cc(C)oc2C)cc1OC
→ i	3	-7	-11	0	-2	-9	0	i
Fc1cc(F)cc(-c2c(-c3ccccc3)ncc3ccc(F)cc23)c1
→ i	-3	30	-89	-3	-1	26	13	i
Cc1ccc(Cc2c(-c3ccc(Br)cc3)nc3cc(C)ccn23)cc1
→ i	-2	10	1	1	-9	24	8	i
Cc1ccc2nc(-c3ccc(NC(=S)NCC(C)(C)CN(C)C)cc3)sc2c1
→ i	5	7	-14	-1	3	1	-1	i
O=C(/C=C/c1ccco1)Nc1ccc(CN2CCOCC2)cc1
→ i	-1	14	3	3	1	-2	0	i
Cc1cc(C(=O)N2CCC(C(=O)O)CC2)c(C)o1
→ i	-1	-9	8	0	2	-7	-3	i
COc1cc2c(cc1OC)-c1cc(N3CCCc4ccccc43)nc(=O)n1CC2
→ i	2	14	-1	1	-1	-5	0	i
CCCCN1C(=N)N([C@@H](CCC)CN2CCC[C@H]2CN2C(N)=NC[C@@H]2Cc2ccccc2)C[C@H]1[C@H](C)CC
→ i	3	-1	5	0	2	-11	-5	i
CCCCCN(C(=O)COC(=O)c1ccc(C)cc1)c1c(N)n(CCCC)c(=O)[nH]c1=O
→ i	3	-12	-13	3	-13	-12	2	i
COc1cc(-c2nnc(-c3cc(OC)c(OC)c(OC)c3)o2)cc(OC)c1OC
→ .	-1	-1	-1	-5	4	-6	-14	i
CCOC(=O)N1CCN(C(=O)CCS(=O)(=O)c2cc3c(cc2Cl)NC(=O)CO3)CC1
→ i	0	1	11	4	9	2	4	i
COc1ccc(/C=N/NC(=O)c2ccc(NC(=O)c3cccc([N+](=O)[O-])c3)cc2)c(OC)c1
→ i	-4	12	-14	-1	1	2	11	i
Cc1ccccc1CSCC(=O)Nc1ccccc1Br
→ i	0	9	-60	3	-2	14	9	i
O=[N+]([O-])c1cccc(Cl)c1NCCNc1ncc(C(F)(F)F)cc1Cl
→ i	-1	4	-2	1	3	27	6	i
CC1(C(=O)NS(=O)(=O)c2ccccc2)CCN1C(=O)C1CCCCC1 (stereo not drawn)
→ i	-2	19	-1	-3	2	-5	1	i
NC(=O)c1ccc(OCC2CCCO2)cc1 (stereo not drawn)
→ i	3	-2	6	3	0	-5	0	i
Cc1ccc(NC(=O)C(OC(=O)c2ccc(O)cc2)c2ccccc2)cc1Cl (stereo not drawn)
→ i	5	0	9	-2	4	-1	3	i
CC(C)CCCC(C)CCOC(=O)CN1CCCC1 (stereo not drawn)
→ i	5	-7	-12	1	3	2	2	i
COc1ccc2cc(N=Cc3nc(-c4ccc(C)cc4)oc3O)cnc2c1
→ i	-13	-2	23	3	2	0	-3	i

# One compound at a time (already shown). Screens in order: Neddyl block	CSN deneddyl inh	SKN-1 block	MLLE-PAM2 inh	Rin1 Abl inh	MT1-MMP act inh	FAS-TE inh	NadD inh	Rpn11 block
# NC(=O)c1ccc(OCC2CCCO2)cc1 (stereo not drawn) in the list: i	3	-2	6	3	0	-5	0	i
# CCOC(=O)N1CCN(C(=O)CCS(=O)(=O)c2cc3c(cc2Cl)NC(=O)CO3)CC1 in the list: i	0	1	11	4	9	2	4	i
# COc1ccc(/C=N/NC(=O)c2ccc(NC(=O)c3cccc([N+](=O)[O-])c3)cc2)c(OC)c1 in the list: i	-4	12	-14	-1	1	2	11	i
# COc1cc2oc(-c3ccc(O)cc3)cc(=O)c2c(OC)c1O in the list: +	5	-5	-3	4	-2	-11	-6	i

# Returning to the listing, starting five compounds before the break.
# Value order: Neddyl block	CSN deneddyl inh	SKN-1 block	MLLE-PAM2 inh	Rin1 Abl inh	MT1-MMP act inh	FAS-TE inh	NadD inh	Rpn11 block
CC1(C(=O)NS(=O)(=O)c2ccccc2)CCN1C(=O)C1CCCCC1 (stereo not drawn)
→ i	-2	19	-1	-3	2	-5	1	i
NC(=O)c1ccc(OCC2CCCO2)cc1 (stereo not drawn)
→ i	3	-2	6	3	0	-5	0	i
Cc1ccc(NC(=O)C(OC(=O)c2ccc(O)cc2)c2ccccc2)cc1Cl (stereo not drawn)
→ i	5	0	9	-2	4	-1	3	i
CC(C)CCCC(C)CCOC(=O)CN1CCCC1 (stereo not drawn)
→ i	5	-7	-12	1	3	2	2	i
COc1ccc2cc(N=Cc3nc(-c4ccc(C)cc4)oc3O)cnc2c1
→ i	-13	-2	23	3	2	0	-3	i
CC(=O)SC1CC(=O)N(c2ccc(C(C)(C)C)cc2)C1=O (stereo not drawn)
→ i	-3	6	33	0	-2	-4	0	i
CCOc1ccc(N(CC(=O)NC2CCCCC2C)S(=O)(=O)c2c(C)noc2C)cc1 (stereo not drawn)
→ i	-3	3	-4	3	-2	3	-8	i
O=C(NCC(F)(F)F)c1ccc2sc([C@H]3C[C@H](O)[C@@H](CO)O3)nc2c1
→ i	4	-17	5	-3	-1	-8	-5	i
COc1ccccc1NC(=O)COC(=O)c1ccc(S(=O)(=O)NCc2ccco2)cc1
→ i	4	-11	12	0	-3	3	-3	i
CC(C)CCSc1nc(N2CCOCC2)c2c(c1C#N)CC(C)(C)OC2
→ i	1	-3	-16	1	-10	31	-1	i
O=C(CSc1ccc2c(c1)OCCO2)N1CCN(c2ccccc2)CC1
→ i	0	12	5	-1	-3	-1	2	i
Cc1cc(C)n2nc(C(=O)OC(C)C(=O)c3cc(C)c(C)cc3C)nc2n1 (stereo not drawn)
→ i	4	4	-1	0	1	0	4	i
CSc1nsc(SC)c1C(=O)Nc1ccc(C(C)(C)C)cc1
→ i	1	9	-1	-1	0	25	-4	i
NC(=O)c1c(NC(=O)C2CCCO2)sc2c1CCCC2 (stereo not drawn)
→ i	1	-3	0	4	-1	-13	-2	i
Cc1ccc(NC(=O)CN2C(=O)NC3(CCCc4ccccc43)C2=O)c(Cl)c1 (stereo not drawn)
→ i	-3	14	-11	4	-1	2	1	i
CCNC(=O)c1cccc(S(=O)(=O)N2CCCCCC2)c1
→ i	-9	3	6	2	4	-8	3	i
CC(C)CC(c1nnnn1Cc1ccco1)N1CCN(C2CCCC2)CC1 (stereo not drawn)
→ i	0	-19	-4	2	6	-2	-7	i
O=C(NCCc1ccc(F)cc1)C(=O)NCC1CCCN1S(=O)(=O)c1cccs1 (stereo not drawn)
→ i	-2	2	-6	2	-2	-1	-6	i
COc1ccc(CC(=O)N/N=C(\C)CC(=O)Nc2cccc(F)c2)cc1
→ i	0	-1	-5	-1	2	-3	-8	i
Cc1cc(C)nc(SC2CCCCC2NS(=O)(=O)c2ccccc2)n1 (stereo not drawn)
→ i	-3	-6	5	1	3	-3	1	i
C[C@@]12CCC[C@H](O1)[C@@H]([C@H](O)c1ccccc1)O2
→ i	3	0	-4	0	-1	-6	0	i
Cc1cccc(C)c1N(CC(=O)N1CCOCC1)S(C)(=O)=O
→ i	1	6	4	4	1	-7	-4	i
COc1ccc([C@H]2CC(=O)C=C(c3cccc(Cl)c3)C2)cc1OC
→ i	-3	8	0	-1	5	24	0	i
Cc1onc(-c2ccccc2Cl)c1C(=O)N1CCOC12CCCCC2
→ i	3	-18	3	0	2	-2	-2	i
Cc1cc(C)c(C)c(S(=O)(=O)Nc2ccc(OCC(=O)O)cc2)c1C
→ i	-4	-2	3	1	-1	-6	4	i
O=C(COC(=O)C1CC2C=CC1C2)NCc1ccccc1Cl (stereo not drawn)
→ i	-6	7	-1	-4	1	-8	-3	i
CN(C(=O)c1cccc(NC(=O)Cc2ccc(NC(=O)C3CCN(C(=O)CCc4ccccc4)CC3)cc2)c1)C1CC1
→ i	0	-6	-8	0	1	-5	9	i
CCn1c(Cc2cccc3ccccc23)nnc1SCC(=O)Nc1nccs1
→ i	0	6	-106	2	4	-1	1	i
Cc1ccccc1C(=O)NCC(=O)OC1CCCCC1=O (stereo not drawn)
→ i	-2	0	4	0	1	-10	-4	i
Cc1ccccc1C1c2[nH]c3ccccc3c2CCN1C(=O)c1ccc(=O)n(C)n1 (stereo not drawn)
→ i	-2	6	5	4	0	3	2	i
O=C(Cn1cc([N+](=O)[O-])cn1)Nc1ccccn1
→ i	0	-1	-22	0	5	-9	-3	i
Cc1nc2ccc(-c3nc4cc(N)ccc4o3)cc2[nH]1
→ .	6	1	-3	-5	17	-1	9	i
C=CCNC(=O)NC(=O)CSc1nnc(C(F)(F)F)n1C
→ i	-5	-7	-12	3	5	-7	-3	i
N#Cc1c(NC(=O)COC(=O)c2ccc(O)cc2O)sc2c1CCC2
→ i	3	1	-9	2	-2	1	1	i
C/C(=N/Nc1cc(-c2ccccc2)nc(-c2ccccc2)n1)c1ccc(O)cc1
→ .	-1	8	-10	0	-2	30	14	i
COc1ccc(-n2cnnc2SCC(=O)NC2CCS(=O)(=O)C2)cc1 (stereo not drawn)
→ i	2	0	11	-1	0	-5	5	i
CCC(C)c1ccc(NC(=O)COC(=O)C2CCCC2)cc1 (stereo not drawn)
→ i	-5	7	6	-1	2	21	-8	i

# Quoted from the listing:
# MT1-MMP act inh result of CCn1c(Cc2cccc3ccccc23)nnc1SCC(=O)Nc1nccs1 stands at 4
# CSN deneddyl inh result of C=CCNC(=O)NC(=O)CSc1nnc(C(F)(F)F)n1C stands at -5
# Rin1 Abl inh result of Cc1ccc(NC(=O)CN2C(=O)NC3(CCCc4ccccc43)C2=O)c(Cl)c1 (stereo not drawn) stands at 4
# CSN deneddyl inh result of CCOc1ccc(N(CC(=O)NC2CCCCC2C)S(=O)(=O)c2c(C)noc2C)cc1 (stereo not drawn) stands at -3
